miR-122 sensor: miR-122 inhibition in Huh7 cells; Huh7 miR-122 Renilla luciferase sensor, 48 h; neutral wells = 0, positive control = 100; activation (reporter increase), % at 12.5 µM; hit rate 0.3% among 340,000;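 active means mean replicate activation score at least 90 and every replicate individually at or above 90; inconclusive means only one of the two criteria met; inactive means neither criterion met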;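 further: higher luciferase means less miR-122 activity so hits act as miR-122 inhibitors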
PGC1a acetyl inh: PGC1a acetylation modulation, inhibitor mode; hit rate 0.17% among 350,000; U2OS PGC1a acetylation, AlphaScreen anti-acetyl-lysine; with virally co-expressed GCN5 acetyltransferase; inhibition, % at 15.6 µM;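 active means every replicate shows inhibition of at least 40%; inconclusive means mean inhibition at least 40% but some replicate below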;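 further: 0% = neutral control wells and 100% = positive control wells; some results beyond the cut were filed as inactive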
Cneo AK release: Cryptococcus neoformans lysis via adenylate kinase release | hit rate 0.2% among 360,000 | lysis activity, % at 15 µM | AID 651654 | C. neoformans lysis, adenylate kinase release luminescence, 4 h; normalised: neutral wells 0, clomiphene wells 100;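 active means mean lysis activity across replicates of at least 80%, whatever share of replicates individually reach that level; inactive means mean lysis activity below 80%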
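Assay system: log-phase C. neoformans yeast / Quantity: yeast cell density of 5 × 10^6 cells/mL / Medium: fresh YPD growth medium / Compound: single dose / Timing: static 4 h at 37 °C with compound, 1 h detection / Measured by: adenylate kinase release luminescence / Read-out: lysis from increased AK signal / Benchmarks: Clomiphene as positive lysis control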
An asterisk follows results filed as active; u = inconclusive. Not all compounds are listed; rates above refer to the full screens.

SMILES	miR-122 sensor	PGC1a acetyl inh	Cneo AK release
COc1ccc(C2C(C#N)=C(N)Oc3cc(C)n(Cc4ccncc4)c(=O)c32)cc1 (stereo not drawn)	-5	-6	-1
CCOC(=O)c1sc(=S)n(-c2ccccc2)c1N	3	46	-2
CC(C)(Cc1nc2ccccc2[nH]1)C(=O)O	-7	-1	0
Cc1cc(=O)[nH]c(SCC(=O)Nc2cccc(C(F)(F)F)c2)n1	-5	8	-1
CC(C)C1=CC(=NS(=O)(=O)c2cccc([N+](=O)[O-])c2)C=C(C(C)C)C1=O	-4	12	-1
Cc1cc(C)c(NC(=O)C(C)(C)C)c(Cl)c1	5	17	0
O=C(c1cncc(Br)c1)N1CCc2ccccc2C1	25	31	2
Cc1nc(NC(=O)c2cccnc2)ccc1Br	-2	7	-2
CC(C)C(C(=O)C=[N+]=[N-])N1C(=O)c2ccccc2C1=O (stereo not drawn)	-16	9	1
Cc1ccc(S(=O)(=O)NC2=NCCC2)cc1	-4	1	0
CC(=O)NCCc1ccc(S(=O)(=O)N(C)C2CCS(=O)(=O)C2)cc1 (stereo not drawn)	-8	0	1
CCc1nc(SCc2cccnc2)c(C#N)cc1C	-5	7	1
CC1Cc2ccccc2N1c1ncnc2c1nnn2Cc1ccccc1Cl (stereo not drawn)	-5	-8	-1
COC(=O)c1ccsc1NC(=O)CN1CCN(c2ccc(F)cc2)CC1	-4	-11	17
CC(C)C[C@H]1CN=C(Nc2ccccc2)N1CC1CCC(C)CC1 (stereo partly drawn)	1	-2	1
CCc1cc2c(=O)n(-c3ccc(C)cc3)cnc2s1	-5	-2	-2
CCOc1cc(/C=N\Nc2ccc([N+](=O)[O-])cc2)ccc1OCC(=O)Nc1ccc(C)c(C)c1	2	-2	0
COCCNC(=O)CCSCc1ccccc1F	-7	-1	0
Nc1[nH]nc2nc(N3CCOCC3)nc(-c3ccccc3)c12	-12	9	-1
Cc1cc(-c2ccc(Cl)cc2)n2nc(N)nc2n1	-1	-9	0
COc1ccc(CCNS(=O)(=O)c2ccc(C(=O)NCc3ccco3)cc2)cc1OC	-1	-12	1
CC1(C)Cc2ccccc2C(c2cc3ccccc3oc2=O)=N1	-3	-4	-2
COc1ccc(NC(=O)Nc2c(C)n(-c3ccccc3)c(=O)n2C)cc1OC	1	11	0
CC1CCCC(NC(=O)COC(=O)c2c[nH]c(=O)[nH]c2=O)C1C (stereo not drawn)	1	-10	0
CC(C)c1ccc(-c2cc(C(=O)N3N=C(C(F)F)CC3(O)C(F)F)c3ccccc3n2)cc1 (stereo not drawn)	-1	-7	-12
Cc1c(CN(C)C(=O)c2sc3cc(Cl)ccc3c2Cl)cnn1C	-4	2	-1
O=C(C1CCC(=O)N1Cc1ccccc1Cl)N1CCN(c2ccc(F)cc2)CC1 (stereo not drawn)	1	3	-1
COc1cccc(C(=O)NCC(c2cccnc2)N2CCN(c3ccccc3OC)CC2)c1 (stereo not drawn)	-5	0	3
Cc1cc(-c2ccccc2)c(C#N)c(SCC(N)=O)n1	-4	5	-1
CCOc1cc(N2CCOCC2)c(OCC)cc1NC(=O)CSc1cccc[n+]1[O-]	8	17	-3
Cc1cc(=O)[nH]c(SCC(=O)O)c1C#N	-2	1	1
CCSC1(SCC)N=C(N)C2(C#N)C(c3ccccc3)NC3=C(CCC3)C12C#N (stereo not drawn)	3	12	3
N=c1c(C(=O)NCc2ccc(F)cc2)cc2c(=O)n3ccccc3nc2n1CCCN1CCOCC1	6	-14	1
Cc1cc(Nc2ccc(C)c(F)c2)n2ncnc2n1	1	0	1
CC(C)(C)NC(=O)CSc1nnc(-c2ccncc2)n1Cc1ccccc1	0	1	2
N#Cc1cnn(-c2ccccc2)c1N	-8	10	2
Cn1cc(/C=C(\C#N)C(=O)Nc2ccccc2O)c2ccccc21	-8	5	1
O=C(Nc1ccon1)c1csc2ccccc12	0	-1	0
C/C(Cn1nc([N+](=O)[O-])cc1C)=N\NC(=O)c1ccc(O)cc1O	0	7	-5
O=C(COc1cccc(Cl)c1)Nc1nc(-c2ccc(S(=O)(=O)N3CCOCC3)cc2)cs1	-10	6	5
O=S(=O)(Nc1nc2ccccc2s1)c1ccc(Cl)s1	37	-2	2
Cc1ccc(NC(=O)N2CCN(Cc3ccc4c(c3)OCO4)CC2)cc1	-5	10	-3
Cc1ccc(/C(O)=C2\C(=O)C(=O)N(c3cc(C)on3)C2c2cccc(Br)c2)cc1 (stereo not drawn)	-1	8	-2
CCS(=O)(=O)NCc1csc(C)n1	0	6	-1
CN(C)CCCOC(=O)CCc1ccccc1	0	-10	2
CCOC(=O)c1cnn(-c2nc3c(C)cccc3s2)c1C(F)(F)F	-3	2	-1
O=S(=O)(Nc1cnc2ccccc2c1)N1CCCCCC1	5	-10	-1
CC1CCCCC1NC(=O)CSc1nnc(COc2ccccc2Cl)o1 (stereo not drawn)	7	1	3
CCOc1ccc(N2CC(O)Cn3c2nc2c3c(=O)n(CCCc3ccccc3)c(=O)n2C)cc1 (stereo not drawn)	-1	6	3
Cc1ccc(Sc2ncccc2COC(=O)Nc2c(C)cccc2C)cc1	0	-32	-2

Additional records follow.
SMILES	miR-122 sensor	PGC1a acetyl inh	Cneo AK release
CCOC(=O)c1sc(NC(=O)c2c(OC)cccc2OC)nc1C	-4	8	0
N#Cc1ccc(CSc2nnc(-c3ccccc3)n2Cc2ccco2)cc1	0	10	-3
O=C(c1n[nH]c(=O)c2ccccc12)N1CCN(c2ccc(F)cc2)CC1	0	-28	-1
CCC(C(=O)NC(C)CCc1ccccc1)n1nc(C)n2c(cc3occc32)c1=O (stereo not drawn)	-2	-17	-2
Cc1ccc2nc(/C(C#N)=N/O)[nH]c2c1	3	6	-4
Cc1nc(N2CCOCC2)nc2c1CCCC2	-6	-2	3
CC(C)(O)C#Cc1ccccc1C(=O)NC(CC(N)=O)C(=O)O (stereo not drawn)	-3	-4	4
COc1ccc(/C=C(\NC(=O)c2ccc(OC)cc2)C(=O)NC(CCSC)C(=O)O)cc1 (stereo not drawn)	-8	-9	-1
C/C=C/c1ccc(OCCCNCC(C)O)c(OC)c1 (stereo not drawn)	1	13	2
CCOC(=O)c1nc2cc3n(c(C)c-2c1C)C(C)C(C)=C3C (stereo not drawn)	4	-5	1
COc1ccccc1N1CCN(C(=O)c2c(-c3ccccc3)noc2C)CC1	8	-16	3
Cc1cc(C)c2oc(-c3ccc(C)c(NC(=S)NC(=O)/C=C/c4ccco4)c3)nc2c1	5	10	-5
CCn1cc(Br)c(C(=O)NN)n1	-2	10	0
Cc1ccc(OCC(=O)c2c(O)c3ccccc3oc2=O)cc1C	-2	4	5
CCN(CC)c1ccc(NC2=C(Cl)C(=O)c3ccccc3C2=O)cc1	12	68*	-7
N#Cc1c(N)nc2c(c1N)CC(=O)N2c1ccccc1-c1ccccc1	-3	7	3
CC(=O)Nc1ccc(C(=O)CSc2nnc(Cc3ccccc3)o2)cc1	1	-5	0
O=S(=O)(NN=C1CCCCCCC1)c1ccc(Br)cc1	3	8	0
CCN(CCCNC(=O)C1CCCN(S(=O)(=O)CC)C1)c1cccc(C)c1 (stereo not drawn)	0	-6	2
CCCSC1=N/C(=C\c2ccsc2)C(=O)S1	-2	10	-2

Part of the list above, in CSV form:
smiles,miR-122 sensor,PGC1a acetyl inh,Cneo AK release
COc1ccc(C2C(C#N)=C(N)Oc3cc(C)n(Cc4ccncc4)c(=O)c32)cc1 (stereo not drawn),-5,-6,-1
CCOC(=O)c1sc(=S)n(-c2ccccc2)c1N,3,46,-2
CC(C)(Cc1nc2ccccc2[nH]1)C(=O)O,-7,-1,0
Cc1cc(=O)[nH]c(SCC(=O)Nc2cccc(C(F)(F)F)c2)n1,-5,8,-1
CC(C)C1=CC(=NS(=O)(=O)c2cccc([N+](=O)[O-])c2)C=C(C(C)C)C1=O,-4,12,-1
Cc1cc(C)c(NC(=O)C(C)(C)C)c(Cl)c1,5,17,0
O=C(c1cncc(Br)c1)N1CCc2ccccc2C1,25,31,2
Cc1nc(NC(=O)c2cccnc2)ccc1Br,-2,7,-2
CC(C)C(C(=O)C=[N+]=[N-])N1C(=O)c2ccccc2C1=O (stereo not drawn),-16,9,1
Cc1ccc(S(=O)(=O)NC2=NCCC2)cc1,-4,1,0
CC(=O)NCCc1ccc(S(=O)(=O)N(C)C2CCS(=O)(=O)C2)cc1 (stereo not drawn),-8,0,1
CCc1nc(SCc2cccnc2)c(C#N)cc1C,-5,7,1
CC1Cc2ccccc2N1c1ncnc2c1nnn2Cc1ccccc1Cl (stereo not drawn),-5,-8,-1
COC(=O)c1ccsc1NC(=O)CN1CCN(c2ccc(F)cc2)CC1,-4,-11,17
CC(C)C[C@H]1CN=C(Nc2ccccc2)N1CC1CCC(C)CC1 (stereo partly drawn),1,-2,1
CCc1cc2c(=O)n(-c3ccc(C)cc3)cnc2s1,-5,-2,-2
CCOc1cc(/C=N\Nc2ccc([N+](=O)[O-])cc2)ccc1OCC(=O)Nc1ccc(C)c(C)c1,2,-2,0
COCCNC(=O)CCSCc1ccccc1F,-7,-1,0
Nc1[nH]nc2nc(N3CCOCC3)nc(-c3ccccc3)c12,-12,9,-1
Cc1cc(-c2ccc(Cl)cc2)n2nc(N)nc2n1,-1,-9,0
COc1ccc(CCNS(=O)(=O)c2ccc(C(=O)NCc3ccco3)cc2)cc1OC,-1,-12,1
CC1(C)Cc2ccccc2C(c2cc3ccccc3oc2=O)=N1,-3,-4,-2
COc1ccc(NC(=O)Nc2c(C)n(-c3ccccc3)c(=O)n2C)cc1OC,1,11,0
CC1CCCC(NC(=O)COC(=O)c2c[nH]c(=O)[nH]c2=O)C1C (stereo not drawn),1,-10,0

Next part:
SMILES	miR-122 sensor	PGC1a acetyl inh	Cneo AK release
C(=N\n1cnnc1)/c1ccc(N2CCOCC2)cc1	-2	10	3
COc1ccc(N2CCN(C(=O)c3ccc(N4C(=O)NC5CC4(C)Oc4ccccc45)cc3)CC2)cc1 (stereo not drawn)	-4	-7	0
Cc1ccc(NC(=O)N2CCC(O)(c3ccc(Cl)cc3)CC2)cc1	-14	-8	0
COc1ccccc1CNc1nc(Nc2ccccc2OC)c2sccc2n1	-4	9	0
COc1ccc(OC)c(C2C(C(=O)Nc3nc4ccccc4s3)=C(C)NC3=C2C(=O)CCC3)c1 (stereo not drawn)	-1	-12	-3
CCOc1cccc2c1OC1(C)CC2NC(=O)N1c1cccc(F)c1 (stereo not drawn)	-6	-7	-5
Cc1nc(N2CCNCC2)c2c3c(sc2n1)CCCC3	-4	22	5
CC(=O)CS(=O)(=O)c1ccc(Oc2ccc(S(=O)(=O)CC(C)=O)cc2)cc1	-10	u	1
CCn1c(CSc2nc3ccccc3s2)nnc1SCC(=O)c1ccc(Cl)cc1	-10	21	-2
Cc1cc(C)c(C#N)c(SCC(=O)Nc2nnc(-c3ccccc3)s2)n1	7	u	2
O=C(O)CCCC(=O)N1CC(=O)Nc2ccccc21	-2	4	-1
CCCC1C(=O)N(c2ccccc2)C1c1ccccc1 (stereo not drawn)	-3	5	-3
CCOc1cc(/C=C2\N=C(SC)SC2=O)cc([N+](=O)[O-])c1OC(C)=O	-1	8	5
O=C(CCC(=O)N(CC(=O)NC1CCCCC1)c1ccc2c(c1)OCO2)Nc1ccccn1	0	3	-1
Cc1cccc(NC(=O)C2CCCN(S(=O)(=O)c3cccc4nsnc34)C2)n1 (stereo not drawn)	-10	-9	2
COc1ccccc1NS(=O)(=O)c1ccccc1C#N	-4	-12	2
CCOc1ccc(C(C)C)cc1S(=O)(=O)Nc1ccc(Cl)cn1	76	0	-3
Cc1cc(C)n(-c2nc3c(c(=O)[nH]c(=O)n3C)n2C)n1	0	45	4
CC(C)C(=O)Nc1ccc(NC(=O)c2ccccn2)cn1	-4	10	-8
O=S(=O)(N1CCOCC1)N1CCCN(S(=O)(=O)N2CCOCC2)CC1	22	11	1
COc1ccccc1C(=O)N(Cc1ccco1)C1CCS(=O)(=O)C1 (stereo not drawn)	0	3	7
CCOC(=O)N1CCN(C(=O)c2ccc(NC(=O)c3ccc(C)cc3)cc2)CC1	-3	2	3
Cc1n[nH]c(=O)nc1NCc1ccco1	1	-1	0
COC(=O)c1cc(COc2ccc3c4c(c(=O)oc3c2)CCCC4)c(C)o1	-1	-3	-2
O=C1OCCC1Sc1nc2ccccc2n1-c1ccccc1 (stereo not drawn)	1	-1	1
COC(=O)c1cc2c(-c3ccccc3)cc3ccccn3c-2c1C(=O)OC	6	-19	8
CCC1CCCCN1C(=O)CSc1nc2c([nH]c3ccccc32)c(=O)n1C (stereo not drawn)	9	0	0
CC1=NN(C(=O)c2ccc(Cn3nc(C)cc3C)o2)C(O)(C(F)(F)F)C1 (stereo not drawn)	-1	-10	-8
O=C(Nc1cccc(F)c1)c1ccc2c(c1)OCO2	-4	10	-3
C[C@]12c3[nH]c4cc(-c5ccco5)ccc4c3CCN1C(=O)[C@@H](CC(=O)NCCCn1ccnc1)C[C@@H]2C(=O)N1CCOCC1	-6	10	2
COCCNC(=O)c1ccccc1NS(=O)(=O)c1ccc(Br)s1	5	-5	-6
Cc1ccc(Cn2c(C)nc3c(c2=O)c2nc4ccccc4nc2n3Cc2ccco2)cc1	3	-10	1

Bioassay records (PubChem BioAssay)
